# Bioassay records: PubChem BioAssay, National Center for Advancing Translational Sciences (NCATS)
# GAA inhib = qHTS Assay for Inhibitors of Human alpha-Glucosidase as a Potential Chaperone Treatment of Pompe Disease | purified human GAA, 4-MU-alpha-glucoside fluorescence | Potency, µM (series often up to 76.9 µM), for the others: at the top dose activity change, negative = inhibition, actives largely listed as inhibitors | 0.005% of 200,000 active;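 note: plate controls were uninhibited enzyme wells for no effect and no-enzyme background for full effect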
#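 Activity normalized between no-enzyme (basal) and enzyme-only wells. Conditions: 4 nM human enzyme, 400 uM fluorogenic substrate, citrate/phosphate pH 5.0 with Tween-20, 20 min room temperature, compounds up to 77 uM.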
# GAA glycogen mod = qHTS Assay for Inhibitors and Activators of Human alpha-Glucosidase Cleavage of Glycogen; 0.38% of 300,000 active; Lysosomal alpha-glucosidase (Homo sapiens), P10253; Potency, µM (doses to about 76.4 µM), without a hit: at the top dose activity change, negative = inhibition, usual class: inhibitors; AID 2100, 2009; recombinant GAA, glycogen substrate, Amplex Red glucose oxidase fluorescence;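 note: 0% = full enzyme reaction and -100% = no-enzyme basal signal; the screen sought inhibitors and activators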
#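 Recombinant human alpha-glucosidase (4 nM final) hydrolysed bovine liver glycogen (30 ug) for 40 min at 37 C in pH 5.0 citrate/phosphate with 0.01% Tween-20. Released glucose detected by glucose oxidase/Amplex Red, Ex 573/Em 610 nm. Compounds up to 77 uM; AC50 from Hill fits.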
# TRb SRC2 PPI = qHTS for Inhibitors of the Interaction of Thyroid Hormone Receptor and Steroid Receptor Coregulator 2; TRbeta-SRC2 peptide binding, fluorescence polarization; receptor liganded with 1 µM T3; 0.065% of 280,000 active; Potency, µM (titrated, usually from 106 µM), without a hit: at the top dose activity change, negative = inhibition, usual class: inhibitors;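 note: plate controls were bound peptide for no effect and peptide without receptor for full effect; nearly all actives have a fitted effect of over 50% in size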
#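 Human TRb ligand-binding domain (0.6 uM) is mixed with 20 nM Texas Red SRC2 peptide and 1 uM T3; after compound addition and 5 hr at ambient temperature, polarization is measured and normalized to unbound and bound controls.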
# GoLoco inh red = qHTS Assay for Inhibitors of RGS12 GoLoco Motif Activity (Red Fluorophore) | Potency, µM (series often up to 61.6 µM), for inactives: at the highest dose activity, negative = inhibition, actives largely listed as inhibitors | Gai1:RGS12 GoLoco peptide FP, rhodamine, 10 min | AID 880, 2007 | 0.44% of 230,000 active; active = well fitted inhibition curve with a large enough effect, not every such curve was filed as active; inactive = no such curve, though single readings can be large or run the other way; note: nearly all actives have a fitted effect of over 30% in size; many of its hits are not listed in these tables
# Target sequence (P63096 whole entry, looked up): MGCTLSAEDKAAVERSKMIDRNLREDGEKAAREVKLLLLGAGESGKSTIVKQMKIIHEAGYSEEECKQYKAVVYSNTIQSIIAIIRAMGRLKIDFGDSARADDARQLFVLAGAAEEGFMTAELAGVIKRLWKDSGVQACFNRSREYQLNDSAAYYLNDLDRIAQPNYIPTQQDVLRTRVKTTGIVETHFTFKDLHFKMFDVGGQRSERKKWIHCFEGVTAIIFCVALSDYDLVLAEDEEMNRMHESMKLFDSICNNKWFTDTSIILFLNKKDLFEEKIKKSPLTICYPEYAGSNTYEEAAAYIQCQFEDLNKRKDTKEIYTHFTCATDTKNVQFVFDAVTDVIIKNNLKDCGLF
# RECQ1 helicase = qHTS Assay for Inhibitors of RecQ-Like Dna Helicase 1 (RECQ1) | RECQ1 DNA unwinding, red fluorescence kinetic read | 0.54% of 240,000 active | Potency, µM (titrated, usually from 57.3 µM), for the others: at the top dose activity, negative = inhibition, most hits filed as inhibitors;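 note: plate controls were vehicle for no effect and no enzyme for full effect; nearly all actives have a fitted effect of over 30% in size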
# Target sequence (P46063 whole entry, looked up): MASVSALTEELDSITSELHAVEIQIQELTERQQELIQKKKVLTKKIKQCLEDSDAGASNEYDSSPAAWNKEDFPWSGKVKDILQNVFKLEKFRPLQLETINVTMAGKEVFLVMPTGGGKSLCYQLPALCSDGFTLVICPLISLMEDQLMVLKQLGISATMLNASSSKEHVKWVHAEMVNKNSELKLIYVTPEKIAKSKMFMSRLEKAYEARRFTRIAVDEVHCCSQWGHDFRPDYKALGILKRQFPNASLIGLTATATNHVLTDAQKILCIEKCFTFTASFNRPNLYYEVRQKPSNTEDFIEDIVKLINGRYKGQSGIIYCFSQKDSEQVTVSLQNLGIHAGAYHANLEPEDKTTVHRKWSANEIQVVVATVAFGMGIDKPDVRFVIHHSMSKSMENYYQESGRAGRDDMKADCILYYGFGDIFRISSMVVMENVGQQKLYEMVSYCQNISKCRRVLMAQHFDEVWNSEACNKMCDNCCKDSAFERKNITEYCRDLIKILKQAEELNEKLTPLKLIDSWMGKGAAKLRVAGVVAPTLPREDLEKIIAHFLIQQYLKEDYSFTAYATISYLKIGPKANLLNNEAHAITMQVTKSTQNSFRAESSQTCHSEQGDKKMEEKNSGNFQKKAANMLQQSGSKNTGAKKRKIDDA
#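 50 nM RECQ1T1 preincubated 15 min with compound in Tris pH 8.0 buffer with MgCl2, DTT, Tween-20 and 2.5 ug/ml poly(dI-dC); started with 200 nM TAMRA/BHQ-2 forked duplex and 2 mM ATP. Unwinding read as fluorescence (525/598 nm), two reads 2 h apart.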
# aGlu spleen mod = qHTS Assay for Inhibitors and Activators of Human alpha-Glucosidase From Spleen Homogenate; 0.006% of 240,000 active; human spleen homogenate, 4-MU-alpha-glucoside fluorescence; Lysosomal alpha-glucosidase (Homo sapiens), P10253; Potency, µM (top dose mostly 79.9 µM), for inactives: top-dose activity change, negative = inhibition, usual class: inhibitors; AID 2112, 2009;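 note: 0% = enzyme with vehicle and -100% = no enzyme basal signal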
#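 Human spleen homogenate (1 ug) with 4-methylumbelliferyl-alpha-D-glucopyranoside (1 mM final) in 50 mM citrate/phosphate pH 5.0, 0.01% Tween-20; 40 min at 37 C. Stopped at pH 10; 4-MU fluorescence Ex 365/Em 440 nm; AC50 by Hill fit.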
# TexasRed fluor = Total Fluorescence Counterscreen for Inhibitors of the Interaction of Thyroid Hormone Receptor and Steroid Receptor Coregulator 2 | TRb/SRC2 Texas Red total fluorescence interference | Potency, µM (series often up to 106 µM), for inactives: at the top dose fluorescence change, negative = quenching | 0.29% of 280,000 active | AID 1479, 2009; active = well fitted curve in either direction with a large enough effect; inconclusive = small, poorly fitted or top-dose-only effect
#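 Human TRβ ligand-binding domain (0.6 uM) and Texas Red SRC2 peptide (20 nM) in Tris buffer with 1 uM T3 and 5% DMSO were incubated with pinned compound for 5 hr at ambient temperature. Total fluorescence was computed as S + 2P (555/632 nm).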
# L3MBTL1 block = qHTS Assay for the Inhibitors of L3MBTL1; Lethal(3)malignant brain tumor-like protein 1 (Homo sapiens), Q9Y468; AlphaScreen L3MBTL1–H3K9me1 peptide binding; Potency, µM (series often up to 57.1 µM), for inactives: at the top dose activity, negative = inhibition, most hits filed as inhibitors; 0.66% of 230,000 active; AID 485360, 2010; note: nearly all actives have a fitted effect of over 60% in size
#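 Displacement of a biotinylated histone H3(1-15) peptide monomethylated at Lys9 (75 nM) from L3MBTL1 (50 nM) was measured by AlphaScreen after a 30 min room-temperature compound incubation; cefsulodin titration served as intraplate control.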
# The depositor's hits bear a star; i = inactive; u = inconclusive; x = no result given; [ ] = remark or other dose. Unless noted, calls come from the whole dose curve; as a rule, active = well fitted curve in the direction sought with a large enough effect; inconclusive = small, poorly fitted or top-dose-only effect, or another doubt; inactive = no such curve, though single readings can be large; an effect the other way counts as inactive or inconclusive. Unless noted, % is set by controls: 0 for no effect and ±100 for the full control effect; potency is the fitted concentration of half-maximal effect.
# Assay codes: A = GAA inhib; B = GAA glycogen mod; C = TRb SRC2 PPI; D = GoLoco inh red; E = RECQ1 helicase; F = aGlu spleen mod; G = TexasRed fluor; H = L3MBTL1 block
1: O=C(Nc1c(F)cc(F)cc1Br)c1cc(-c2ccco2)on1
  A: -8%	B: -1%	C: -5%	D: 43%[activator]	E: -3%	F: 1%	G: 0%	H: 6%
2: Cc1cccc(OCc2nnc3n2CCCCC3)c1
  A: -4%	B: 9%	C: -5%	D: -1%	E: -6%	F: -2%	G: -1%	H: 4%
3: CCOc1cc(/C=N\NC(=O)CN2CCOCC2)ccc1OCc1ccc(F)cc1
  A: -1%	B: -9%	C: -4%[53 µM]	D: 3%	E: -14%	F: -18%	G: 0%[53 µM]	H: 5%
4: COc1ccc(S(=O)(=O)N2Cc3ccccc3CC2C(=O)N2CCOCC2)cc1OC (stereo unspecified)
  A: -6%	B: -2%	C: -12%	D: 10%	E: i	F: -12%	G: 1%	H: -28%[11.4 µM]
5: CC(=O)N1C(=O)N(C(C)=O)C2C1N(C(C)=O)C(=O)N2C(C)=O (stereo unspecified)
  A: 2%	B: 0%	C: 0%	D: -6%	E: i	F: -2%	G: -6%	H: -7%
6: N[C@@H](C(=O)O)[C@H](CC(=O)O)c1ccc(Cl)cc1
  A: x	B: x	C: -2%	D: 0%	E: -8%	F: -15%	G: 0%	H: x
7: O=C(Cn1cncn1)N/N=C/c1ccc(Cl)cc1
  A: 3%	B: 0%	C: -2%	D: 8%	E: -2%	F: 3%	G: -5%	H: 1%
8: CC1CCCN(c2nc(-c3cccnc3)nc3scc(-c4ccccc4)c23)C1 (stereo unspecified)
  A: 1%	B: -10%	C: -3%	D: 12%	E: -7%	F: 2%	G: -3%	H: -5%
9: Cc1[nH]nc2c1C(CC(C)C)C(C#N)=C(N)O2 (stereo unspecified)
  A: x	B: -11%	C: 2%	D: -7%	E: 0%	F: -1%	G: -2%	H: 41%[activator]
10: COc1ccc(N2C(N)=NC(N)=NC2(C)C)cc1
  A: 2%	B: 13%	C: -9%	D: -14%	E: i	F: -2%	G: -5%	H: 53%[activator]
11: COc1ccc(-c2csc(Nc3ccccc3)n2)cc1
  A: 4%	B: u	C: 0%	D: -3%	E: i	F: -5%	G: -4%	H: -20%
12: Cc1ccc(CNC(=O)c2ccccc2NS(C)(=O)=O)cc1
  A: 2%	B: 0%	C: -3%	D: -7%	E: -13%	F: 3%	G: 0%	H: 6%
13: COc1ccc(C)cc1NC(=O)CCS(=O)(=O)c1ccc2c(c1)CCN2C(C)=O
  A: -5%	B: 5%	C: 5%	D: 7%	E: -1%	F: -3%	G: -4%	H: x
14: CN(C)C(=S)Nn1c(-c2ccccc2)nc2ccccc2c1=O
  A: -4%	B: 0%	C: 3%	D: 8%	E: -5%	F: 9%	G: 0%	H: 6%
15: O=C(CSCc1nc2ccccc2[nH]1)N1CCN(c2ccc(F)cc2)CC1
  A: -7%	B: 3%	C: -2%	D: 14%	E: 12%	F: 0%	G: -1%	H: -7%
16: O=c1[nH]c(Cl)nc2c1ncn2C1OC(CO)C(O)C1O (stereo unspecified)
  A: x	B: x	C: -6%	D: 7%	E: -6%	F: -7%	G: 2%	H: x
17: O=C(CSc1n[nH]c(-c2ccccc2)n1)Nc1ccc(N2CCOCC2)cc1
  A: 0%	B: 26%	C: 2%	D: 7%	E: i	F: 5%	G: -2%	H: -3%[11.4 µM]
18: C=CCn1c(-c2csc(-c3ccc(OC)c(OC)c3)n2)n[nH]c1=S
  A: 3%	B: -5%	C: -3%	D: -3%	E: i	F: -1%	G: -5%	H: 10%
19: Nc1c(C(=O)Nc2ccc(Cl)cc2)oc2ccccc12
  A: -3%[15.4 µM]	B: 0%	C: -1%	D: 9%	E: -4%	F: -5%	G: -4%	H: -4%
20: CN(C)CCC1c2ccc(Cl)cc2CCc2cccnc21 (stereo unspecified) (tested in a mixture with another compound)
  A: -15%	B: 5%	C: -2%	D: 5%	E: 9%	F: 2%	G: -2%	H: -17%

# Single records, as listed above. Values in the order: GAA inhib | GAA glycogen mod | TRb SRC2 PPI | GoLoco inh red | RECQ1 helicase | aGlu spleen mod | TexasRed fluor | L3MBTL1 block
# CN(C)CCC1c2ccc(Cl)cc2CCc2cccnc21 (stereo unspecified) (tested in a mixture with another compound) is listed as -15% | 5% | -2% | 5% | 9% | 2% | -2% | -17%
# O=C(CSCc1nc2ccccc2[nH]1)N1CCN(c2ccc(F)cc2)CC1 is listed as -7% | 3% | -2% | 14% | 12% | 0% | -1% | -7%
# CN(C)C(=S)Nn1c(-c2ccccc2)nc2ccccc2c1=O is listed as -4% | 0% | 3% | 8% | -5% | 9% | 0% | 6%

# The list goes on:
# Assay codes: A = GAA inhib; B = GAA glycogen mod; C = TRb SRC2 PPI; D = GoLoco inh red; E = RECQ1 helicase; F = aGlu spleen mod; G = TexasRed fluor; H = L3MBTL1 block
21: c1csc(-c2ncc3ccccn23)c1
  A: 2%	B: 4%	C: -8%	D: -12%	E: -2%	F: -2%	G: -3%	H: 1%
22: CC1CCCN(C2=NC(=O)/C(=C/c3cn(-c4ccccc4)nc3-c3cccc(S(=O)(=O)N(C)C)c3)S2)C1 (stereo unspecified)
  A: 4%	B: 6%	C: 3%	D: -4%	E: i	F: -3%	G: 2%	H: 1%
23: CN(C)S(=O)(=O)c1cccc(C(=O)Nc2ccccc2Cl)c1
  A: -8%	B: 1%	C: -5%	D: -7%	E: -5%	F: 0%	G: 2%	H: x
24: CC(C)(C)NC(=O)CSc1nnc(-c2ccccn2)n1Cc1ccccc1
  A: x	B: 5%	C: -2%	D: -7%	E: -11%	F: -4%	G: 0%	H: x
25: CCOC(=O)C1C(=O)N(C(=O)c2ccc(OC)cc2)CC1c1ccccc1 (stereo unspecified)
  A: -4%	B: -12%	C: 0%	D: 3%	E: 1%	F: -4%	G: -3%	H: 1%
26: CC(=O)Nc1sc2c(c1C(c1cccs1)N1CCOCC1)CCCC2 (stereo unspecified)
  A: 7%	B: 9%	C: -4%	D: 1%	E: i	F: 2%	G: 1%	H: 1%
27: COc1cc(/C=N\NC(=O)CC(=O)NCCc2ccccc2)ccc1O
  A: 3%	B: -30%	C: -10%	D: 5%	E: -7%	F: 1%	G: -1%	H: -3%
28: CCOc1cc(N2CCOCC2)c(OCC)cc1NC(=O)COc1ncnc2ccccc12
  A: -2%	B: 3%	C: -16%	D: -2%	E: -12%	F: -10%	G: -2%	H: x
29: NC(N)=N/N=C/c1ccccc1
  A: -3%	B: 7%	C: 0%	D: 8%	E: -13%	F: -1%	G: -1%	H: x
30: Cc1ccc(C(=O)OCC(=O)Nc2ccccc2C(F)(F)F)cc1S(=O)(=O)N1CCOCC1
  A: u	B: -5%	C: 6%	D: -2%	E: -8%	F: -5%	G: 2%	H: 7%

# The results go on.
no. | SMILES | GAA inhib | GAA glycogen mod | TRb SRC2 PPI | GoLoco inh red | RECQ1 helicase | aGlu spleen mod | TexasRed fluor | L3MBTL1 block
31 | Cn1c(=O)[nH]c(=O)c2c1nc(N1CCCCCC1)n2CCCSc1nnnn1-c1ccccc1 | -2% | 1% | 8%[53 µM] | 2% | -6% | 0% | -2%[53 µM] | -7%
32 | C#CCOc1ccccc1C(N)=O | x | 5% | 0% | -1% | 4% | 4% | 2% | 15%
33 | CC1=CC2C(C(C)C)CCC(C)(O)C2CC1 (stereo unspecified) | x | x | -5% | -1% | -3% | -2% | -2% | x
34 | C/C(=N\NC(=O)COc1cc(C)cc(C)c1)c1ccc(N2CCOCC2)cc1 | 1% | 16% | -1% | -2% | -8% | -2% | 1% | -2%
35 | CCCC[C@@H]1CCCO[C@@](C(=O)NCC2CC2)(C(F)(F)F)C1 | x | x | -6% | x | -8% | 2% | -1% | x
36 | Cc1nnc(SCc2ccccc2Cl)n(N)c1=O | -3% | x | -1% | -9% | -11% | 3% | -1% | x
37 | c1ccc(CCNc2nnnn2-c2ccccc2)cc1 | -1% | 7% | 5% | -1% | -12% | -7% | 2% | -2%
38 | Cc1noc(C)c1CSc1nnc2ccccn12 | -1% | 9% | -2% | x | -6% | 6% | -2% | 4%
39 | CN1c2ccccc2-c2nc3ccccc3n2C1c1ccccn1 (stereo unspecified) | 8% | 3% | 7% | x | i | 0% | -8% | 34%[activator]
40 | CCc1cc2c(c(CC)n1)CCC(=O)N2Cc1ccc(-c2ccccc2-c2nn[nH]n2)cc1 | x | x | -3% | -4% | 18% | -13% | -1% | x
41 | Cc1c(Br)cccc1NC(=O)c1sccc1-n1cccc1 | -10% | -1% | -16% | 17% | i | -6% | -1% | x
42 | CC(NC(=O)c1cccs1)C(=O)NC1=NCCS1 (stereo unspecified) | 1% | 3% | -9% | -7% | -1% | 4% | -1% | 4%
43 | CCOc1cccc2cc(-c3csc(NC(=O)CCC(=O)N4CCC(C)CC4)n3)c(=O)oc12 | 4% | -13% | -7% | -2% | 1% | -1% | -3% | x

# An excerpt from above in order of formula weight, falling:
no. | SMILES | GAA inhib | GAA glycogen mod | TRb SRC2 PPI | GoLoco inh red | RECQ1 helicase | aGlu spleen mod | TexasRed fluor | L3MBTL1 block
40 | CCc1cc2c(c(CC)n1)CCC(=O)N2Cc1ccc(-c2ccccc2-c2nn[nH]n2)cc1 | x | x | -3% | -4% | 18% | -13% | -1% | x
41 | Cc1c(Br)cccc1NC(=O)c1sccc1-n1cccc1 | -10% | -1% | -16% | 17% | i | -6% | -1% | x
42 | CC(NC(=O)c1cccs1)C(=O)NC1=NCCS1 (stereo unspecified) | 1% | 3% | -9% | -7% | -1% | 4% | -1% | 4%

# The list is partial; the hit share may differ from the screen's.
